USP2a inh = USP2a (human) protease inhibition | O75604 | USP2 core, Ub-CHOP2 coupled fluorogenic reporter, 485/531 | Potency, µM (highest dose often 38.3 µM), without a hit: top-dose activity change, negative = inhibition, usual class: inhibitors | 330,000 tested, 0.01% active | AID 463254;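 also: potency is read from the fitted curve at half-maximal effect; plate controls were DMSO wells for no effect and full inhibition by NEM control for full effect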
Target sequence (O75604 whole entry, looked up): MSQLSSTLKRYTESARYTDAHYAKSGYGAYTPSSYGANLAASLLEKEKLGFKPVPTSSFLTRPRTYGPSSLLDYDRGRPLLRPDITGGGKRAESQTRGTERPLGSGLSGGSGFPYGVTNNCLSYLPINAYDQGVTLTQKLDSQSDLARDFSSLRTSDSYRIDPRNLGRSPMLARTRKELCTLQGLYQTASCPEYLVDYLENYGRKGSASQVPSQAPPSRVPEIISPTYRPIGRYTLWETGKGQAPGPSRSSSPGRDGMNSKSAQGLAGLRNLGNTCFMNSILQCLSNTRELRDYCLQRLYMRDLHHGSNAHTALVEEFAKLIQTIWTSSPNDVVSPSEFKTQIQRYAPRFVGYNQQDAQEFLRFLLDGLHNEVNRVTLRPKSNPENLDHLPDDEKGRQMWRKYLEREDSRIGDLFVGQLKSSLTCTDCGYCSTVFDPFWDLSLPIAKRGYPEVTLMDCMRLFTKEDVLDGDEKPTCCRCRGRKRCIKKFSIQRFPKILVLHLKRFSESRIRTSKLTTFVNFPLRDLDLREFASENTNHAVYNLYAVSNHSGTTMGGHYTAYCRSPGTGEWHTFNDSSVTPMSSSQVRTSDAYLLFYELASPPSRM
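Cell-free coupled assay: 10nM USP2 core preincubated 30min RT with compound in Tris-HCl pH 8.0/CaCl2/CHAPS buffer, then 25nM Ub-CHOP2 and 25nM reporter substrate; fluorescence (Ex 485/Em 531) read after 60min RT, normalized to NEM inhibition, concentration-response curves fitted.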
Mito fusion yeast = inhibitors of mitochondrial division or activators of mitochondrial fusion; S. cerevisiae fusion-defective mutant growth rescue, CellTiterGlo 48 h; Potency, µM (series often up to 46.1 µM), for the others: at the highest dose growth rescue (activation), most hits filed as activators; 320,000 tested, 0.23% active;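 also: potency is read from the fitted curve at half-maximal effect; % of control where 0% means no effect; nearly all actives have a fitted effect of over 45% in size; temperature-sensitive fusion mutants such as fzo1-1 at 37 °C on non-fermentable ethanol glycerol medium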
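Compounds are tested for their ability to restore growth of mitochondrial fusion-defective yeast strains at non-permissive 37C in YPEG medium over 48 hours. Viability is quantified by luciferase luminescence.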
PTAP TSG101 blk = blocks PTAP/TSG101 interaction to inhibit HIV-1 budding; AID 493005; Q99816; Fluorescence polarization, FITC-PTAP peptide / Tsg101 binding; Potency, µM (highest dose often 115 µM), for the others: top-dose activity change, negative = inhibition, hits mostly inhibitors; 340,000 tested, under 10 active; active = well fitted inhibition curve with a large enough effect in the main read-out, with a control signal flat, not every such curve was filed as active; inconclusive = small, poorly fitted or top-dose-only effect, or effect the other way, or a change in a side signal; inactive = no such curve, though single readings can be large or run the other way; also: potency is read from the fitted curve at half-maximal effect; % of control where 0% means no effect
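FP read-out: FITC-PTAP peptide, 50 nM final, binding Tsg101 binding domain, 10 uM final; 20 min, r.t.; 10 mM HEPES pH 7.5, 0.15 M NaCl, 0.01% Tween 20, 3 mM EDTA, 0.1 mM TCEP.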
Tb PFK block = inhibitors of T. brucei phosphofructokinase | 330,000 tested, 0.17% active | Potency, µM (top dose mostly 57.5 µM), for inactives: at the highest dose activity, negative = inhibition, most hits filed as inhibitors | O15648 | T. brucei PFK, ADP-Glo luminescence;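 also: potency is read from the fitted curve at half-maximal effect; 0% = uninhibited 1x PFK enzyme wells and -100% = no-enzyme wells; nearly all actives have a fitted effect of over 60% in size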
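PFK 1.25 nM, F6P 0.5 mM, ATP 0.1 mM, 0.1 M TEA pH 8.0, 5 mM MgCl2, 0.01% Tween20, 0.1% BSA; 45 min RT. ADP-Glo readout. qHTS titration up to 57 uM; curves fitted, compounds curve-classed.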
B2AR arrestin = recruits beta-arrestin to the human beta2-adrenergic receptor | P07550 | beta-arrestin recruitment to beta2AR, cell-based reporter | Potency, µM (titrated, usually from 46.1 µM), for inactives: top-dose activation, actives largely listed as activators | 330,000 tested, 0.02% active;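 also: potency is read from the fitted curve at half-maximal effect; 0% = DMSO controls and full agonism = EC100 isoproterenol or metaproterenol; nearly all actives have a fitted effect of over 65% in size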
Target sequence (P07550 whole entry, looked up): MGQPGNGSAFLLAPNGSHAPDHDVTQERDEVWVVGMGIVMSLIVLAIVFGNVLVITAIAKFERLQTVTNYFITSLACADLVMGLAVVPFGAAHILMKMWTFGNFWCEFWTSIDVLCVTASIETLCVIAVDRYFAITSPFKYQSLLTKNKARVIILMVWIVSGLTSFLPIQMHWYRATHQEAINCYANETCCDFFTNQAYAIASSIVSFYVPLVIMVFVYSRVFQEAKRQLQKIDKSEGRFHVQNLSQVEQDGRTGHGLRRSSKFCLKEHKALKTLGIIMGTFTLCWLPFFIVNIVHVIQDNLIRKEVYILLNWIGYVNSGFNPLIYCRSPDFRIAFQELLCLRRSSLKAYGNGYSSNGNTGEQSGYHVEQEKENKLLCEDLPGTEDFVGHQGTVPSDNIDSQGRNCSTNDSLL
uPA surface inh = inhibitors of cell surface uPA generation. Potency, µM (top dose mostly 38.3 µM), inactives show at the highest dose activity change, negative = inhibition, actives largely listed as inhibitors. 330,000 tested, 0.31% active. cell surface uPA generation assay, qHTS. AID 540303; active = well fitted inhibition curve with a large enough effect; inconclusive = small, poorly fitted or top-dose-only effect; inactive = no such curve, though single readings can be large or run the other way; tested in mouse RAW 264.7 cells; also: potency is read from the fitted curve at half-maximal effect; % is scaled to controls: 0 for no effect and ±100 for the full control effect; nearly all actives have a fitted effect of over 55% in size
TSHR antag = blocks TSH signaling through the human TSH receptor; P16473; activity change, negative = inhibition, % at 11.5 µM; 330,000 tested, 0.2% active; TSHR-expressing cells, TSH-stimulated cAMP HTRF, 2 h; hits give low values;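 active = activity change below a set negative limit, meaning inhibition stronger than a set level, cut at about -70% in these data; inconclusive = activity change between two set negative limits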; also: % is scaled to controls: 0 for no effect and ±100 for the full control effect
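Read-out is FRET at 665 nm (cryptate excitation 337 nm) from a cryptate-tagged anti-cAMP antibody, competed by cell cAMP against cAMP-d2. Compounds are tested on freshly harvested TSHR cells challenged with 4nM TSH (EC80) for 2 hours at 37 deg C.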
ELG1 DNA repair = ELG1-dependent DNA repair inhibition. Potency, µM (highest dose often 46.1 µM), for the others: top-dose activity change, negative = inhibition, hits mostly inhibitors. HEK293T ELG1-luciferase reporter, luminescence, 16 h; DNA damage induced by 5-fluorouridine. 330,000 tested, 2.3% active; also: potency is read from the fitted curve at half-maximal effect; % is scaled to controls: 0 for no effect and ±100 for the full control effect; nearly all actives have a fitted effect of over 55% in size
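Quantitative HTS, concentration-response format. 2,000 cells/well co-treated with 5-fluorouridine and compound, 16 hr in 5% CO2 at 37 °C; ONE-Glo luminescence read after 30 min.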
BCR signal inh = inhibitors of chronic active B-cell receptor signaling; ABC-DLBCL IkBa-CBG/CBR reporter, luminescence ratio, 4 h; Potency, µM (top dose mostly 46.1 µM), for inactives: at the top dose ratio change, negative = lower green/red ratio, most hits filed as inhibitors; 340,000 tested, 0.05% active; active = well fitted inhibition curve with a large enough effect in the signal ratio, with a control signal flat, not every such curve was filed as active; inconclusive = small, poorly fitted or top-dose-only effect, or effect the other way, or a change in a side signal; the % refers to the signal ratio;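 also: potency is read from the fitted curve at half-maximal effect; plate controls were basal doxycycline-induced cells for no effect and cells given 10 µM MG132 for full effect; MG132 reads +100%, hits lower the ratio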
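TMD8 human ABC-DLBCL cells with doxycycline-inducible IκBα–green luciferase fusion and unfused red luciferase, in 0.5% FBS medium; compounds up to 46 uM, 4 h at 37C. Green/red luminescence ratio, filter-overlap corrected, fitted to concentration-response curves.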
TCR activator = activates T cell receptor signaling | 330,000 tested, under 10 active | Potency, µM (highest dose often 9.22 µM), for inactives: at the highest dose activation of IL-2 secretion, usual class: activators | primary human leukocytes, anti-CD3, IL-2 HTRF, 48 h; also: % of control where 0% means no effect
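48 hr co-incubation of compounds, a-CD3 beads and primary human leukocytes; IL-2 quantified homogeneously by HTRF with anti-IL-2 K and d2 conjugates.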
Eya2 inh = blocks the phosphatase activity of human Eya2. recombinant Eya2, OMFP fluorescence dephosphorylation (OMFP is methylfluorescein phosphate). AID 488837. 330,000 tested, 0.006% active. Potency, µM (top dose mostly 76.9 µM), for inactives: at the highest dose activity, negative = inhibition, most hits filed as inhibitors; also: potency is read from the fitted curve at half-maximal effect; % is scaled to controls: 0 for no effect and ±100 for the full control effect
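Eya2 protein (added as 0.2 uM solution) was preincubated with compound for 10 min at ambient temperature in 50 mM HEPES pH 7.5, 50 mM NaCl, 5 uM MgCl2, 0.05% BSA, 1 mM DTT. OMFP (added at 50 uM) then reacted 10 min; fluorescence read at 485/525 nm.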
Numbers without * were called inactive; ? = inconclusive; / = not tested or not shown; [ ] = dose if it differs, or a comment. Unless noted, calls follow the shape of the dose curve; as a rule, active = well fitted curve in the direction sought with a large enough effect; inconclusive = small, poorly fitted or top-dose-only effect, or another doubt; inactive = no such curve, though single readings can be large; an effect the other way counts as inactive or inconclusive.

SMILES	USP2a inh	Mito fusion yeast	PTAP TSG101 blk	Tb PFK block	B2AR arrestin	uPA surface inh	TSHR antag	ELG1 DNA repair	BCR signal inh	TCR activator	Eya2 inh
CCCOc1ccc(N2C(=O)CC(N3CCN(c4ccc([N+](=O)[O-])cc4)CC3)C2=O)cc1 (configuration not stated)	-10%	-2%	-4%	0%	-0.7%	-1%	-14	2.1µM*	?	-5%	-4%
O=C(COc1ccc(S(=O)(=O)NC2CCCC2)cc1)N1CCCCCC1	2%	3%	-2%	0%	-0.9%	4%	-6	-6%	3%	-1%	6%
O=C(CNC(=O)c1ccc(Cl)cc1)NNC(=O)c1ccc(Br)cc1	0%	/	-2%	-3%	-0.2%	-6%	9	21%	3%	1%	-2%
C[C@H](CO)N1C[C@H](C)[C@@H](CN(C)CC2CCCCC2)Oc2c(NS(=O)(=O)c3ccccc3)cccc2C1=O	-5%	/	0%	0%	4.9%	1%	21	?	-1%	-1%	5%
C=CCNc1nc(C(F)(F)F)nc2c1nnn2Cc1ccccc1Cl	0%	-1%	1%	0%	-1.1%	14%	-33	17%	-5%	2%	1%
COc1ccc(-n2cc(C(=O)Nc3cc([N+](=O)[O-])ccc3OC)c3ccccc3c2=O)cc1	-6%	-2%	-4%	-1%	-1.4%	1%	-13	?	0%	-3%[46.1 µM]	-11%
CCOC(=O)Nc1ccc2c(CN3CCN(S(=O)(=O)c4ccccc4F)CC3)cc(=O)oc2c1	2%	28%	2%	0%	-1.7%	5%	-26	6.5µM*	2%	-4%	-20%
O=C(COC(=O)c1ccccc1[N+](=O)[O-])NC(=O)c1ccccc1	0%	-4%	-4%	6%	0.1%	-1%	-4	19%	1%	-5%	-2%
O=C1C2C(C(=O)N1Cc1ccco1)C1C=CC2C12CC2 (configuration not stated)	2%	0%	0%	1%	-0.2%	5%	2	8%	7%	/	3%
CCn1c(SCC(=O)NC2CCCc3ccccc32)nnc1-c1ccncc1 (configuration not stated)	-1%	-3%	1%	10%	-0.2%	2%	4	11%	1%	1%[46.1 µM]	-3%
CCOc1ccc(NC(=O)CSc2nnc(-c3ccco3)n2N)cc1	-5%	0%	-3%	1%	0.3%	3%	-5	21%	-3%	-1%	5%
Cc1ccsc1/C=N/NC(=O)c1ccco1	-1%	-5%	2%	1%	-0.3%	-14%	5	?	?	4%[46.1 µM]	4%
O=C(Nc1nnc(CSCc2ccc(F)cc2)s1)c1cccc([N+](=O)[O-])c1	4%	-1%	-3%	-1%	-0.3%	4%	?	-19%	0%	-4%[46.1 µM]	-13%
O=C1CCc2cc(S(=O)(=O)NCCC(=O)N3CCN(c4cccc(Cl)c4)CC3)ccc2N1	1%	-2%	-4%	27µM*	6.0%	/	2	?	6%	-2%[46.1 µM]	-23%
CC(C)NC(=O)N(C)C[C@H]1Oc2ccc(NC(=O)NC3CCCCC3)cc2C(=O)N([C@H](C)CO)C[C@@H]1C	0%	/	-1%	0%	0.0%	14%	3	?	-1%	1%	-7%
O=C(O)Cc1sc(Nc2ccc(F)cc2)nc1-c1cccs1	5%	1%	-6%	0%	0.1%	1%	-12	?	?	6%	-7%
C=CCNC(=O)c1cccc(NS(=O)(=O)c2ccc(Cl)cc2)c1	-1%	-4%	0%	1%	-0.1%	-2%	-15	?	?	-5%	-15%
COc1ccccc1C(=O)COC(=O)CN1C(=O)C2CC=CCC2C1=O (configuration not stated)	0%	-2%	-6%	-2%	-0.2%	3%	-5	?	3%	6%	2%
CCN(CC(=O)Nc1ccc(NC(C)=O)cc1)CC(=O)Nc1ccc(Cl)c(Cl)c1	-13%	2%	0%	-5%	-0.5%	6%	22	-1%	?	1%	5%
CCOc1ccc(N2CC(C(=O)NCc3nnnn3-c3ccc(C)c(C)c3)CC2=O)cc1 (configuration not stated)	1%	4%	-1%	-2%	0.0%	0%	-4	-10%	-1%	2%	-3%
CN1CCN(c2ccc(NC(=S)NC(=O)c3cccc4c(Br)cccc34)cc2)CC1	-1%	-7%	-2%	1%	0.1%	0%	2	-13%	3%	-3%	2%
COc1ccc(NC(=O)COc2cc(C)cc(C)c2)cc1S(=O)(=O)N1CCCCC1	2%	10%	-5%	-6%	0.4%	-18%	26	-31%	6%	-1%	-20%
Cc1ccc(NS(=O)(=O)c2ccccc2[N+](=O)[O-])cc1C	1%	-1%	1%	0%	-0.1%	-3%	-11	-2%	-1%	9%	-7%
Cn1c(C(O)c2ccc(Cl)cc2)nc(Cl)c1Cl (configuration not stated)	2%	0%	-4%	-8%	-0.4%	4%	-8	2%	0%	5%	-7%

Single values from the results shown.
Cc1ccsc1/C=N/NC(=O)c1ccco1 in TSHR antag has 5
CN1CCN(c2ccc(NC(=S)NC(=O)c3cccc4c(Br)cccc34)cc2)CC1 in Eya2 inh has 2%
O=C(Nc1nnc(CSCc2ccc(F)cc2)s1)c1cccc([N+](=O)[O-])c1 in Eya2 inh has -13%
C[C@H](CO)N1C[C@H](C)[C@@H](CN(C)CC2CCCCC2)Oc2c(NS(=O)(=O)c3ccccc3)cccc2C1=O in uPA surface inh has 1%

(cont.)
SMILES	USP2a inh	Mito fusion yeast	PTAP TSG101 blk	Tb PFK block	B2AR arrestin	uPA surface inh	TSHR antag	ELG1 DNA repair	BCR signal inh	TCR activator	Eya2 inh
O=C(NCC1CCCO1)C1CCCN(S(=O)(=O)c2ccc(Cl)cc2)C1 (configuration not stated)	0%	7%	0%	-5%	0.2%	-3%	19	-3%	?	1%	-20%
O=C(COc1ccc2c3c(c(=O)oc2c1)CCC3)NCc1ccccn1	0%	0%	-3%	0%	0.1%	3%	1	?	?	-1%	-23%
O=C(Nc1ccc(Cl)cc1)C1(S(=O)(=O)c2ccccc2)CC1	1%	/	0%	-27%	-0.8%	-1%	0	-4%	?	2%	-19%
CC(=O)N1CCN(c2ccccc2NC(=O)c2ccc(-c3cccc([N+](=O)[O-])c3)o2)CC1	0%	4%	1%	1%	-0.3%	1%	-7	?	2%	-9%	-4%
COCc1nnc(NS(=O)(=O)c2ccc(NC(C)=O)cc2)s1	1%	-1%	-5%	4%	-0.3%	7%	3	-1%	-2%	6%	-3%
COc1ccc(NC(=O)CN2C(=O)NC3(CCCC3)C2=O)cc1OC	0%	-5%	-5%	0%	-0.2%	-7%	0	3%	2%	-5%	-2%
CC(C)CC(c1nnnn1CC1CCCO1)N1CCN(c2cccc(Cl)c2)CC1 (configuration not stated)	3%	6%	-2%	-1%	-0.5%	1%	-1	2%	-4%	-5%[46.1 µM]	-10%
COc1ccc(C(=O)CN(C(=O)c2ccc(Cl)cc2)N2C(=O)C3CCCCC3C2=O)cc1 (configuration not stated)	1%	2%	-8%	-1%	0.3%	2%	3	15%	-10%	0%	-10%
Cc1ccc(C(=O)CSc2nc3ccc(C(=O)NCCN4CCCCC4)cc3c(=O)[nH]2)cc1	8%	22%	-1%	-15%	-0.3%	12%	6	27%	0%	5%	2%
C=CCSc1nc2ccsc2c(=O)n1-c1ccccc1	4%	4%	0%	-9%	0.1%	-4%	4	-6%	?	-11%	3%
CSc1nnc(-c2sc3cc(Cl)ccc3c2Cl)n1C	1%	16%	-2%	1%	0.4%	4%	-13	21%	3%	2%	-19%

2 entries from above, with each value named.
> CC(C)CC(c1nnnn1CC1CCCO1)N1CCN(c2cccc(Cl)c2)CC1 (configuration not stated)
  USP2a inh: 3% | Mito fusion yeast: 6% | PTAP TSG101 blk: -2% | Tb PFK block: -1% | B2AR arrestin: -0.5% | uPA surface inh: 1% | TSHR antag: -1 | ELG1 DNA repair: 2% | BCR signal inh: -4% | TCR activator: -5%[46.1 µM] | Eya2 inh: -10%

> COc1ccc(C(=O)CN(C(=O)c2ccc(Cl)cc2)N2C(=O)C3CCCCC3C2=O)cc1 (configuration not stated)
  USP2a inh: 1% | Mito fusion yeast: 2% | PTAP TSG101 blk: -8% | Tb PFK block: -1% | B2AR arrestin: 0.3% | uPA surface inh: 2% | TSHR antag: 3 | ELG1 DNA repair: 15% | BCR signal inh: -10% | TCR activator: 0% | Eya2 inh: -10%

Compound activity as filed in PubChem.

Rows are unselected; about 3% have a hit in one of these screens.
